Screening results (PubChem)
VCAM1 TNFa inh = inhibitors of TNFa-induced VCAM1 expression, primary screen, imaging, HUVEC, TNFa stimulus, immunofluorescence | HUVEC TNFa-induced VCAM-1 immunofluorescence, high-content imaging | inhibition, % at 2 µM | 95,000 tested, 0.48% active | AID 802, 2007;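 active means inhibition above the batch mean plus 3 SD, with images confirmed as a hit by eye, cut at about 37% in these data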;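 further: 0% = TNF-stimulated DMSO wells and 100% = unstimulated control wells; not every result past the cut was called active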
HUVEC prolif 384 = inhibitors of HUVEC proliferation, primary screen, cell-based, 384-well; viability, % at 10 µM (by protocol); AID 648, 2007; 86,000 tested, 1.1% active; CellTiter-Glo luminescence, 72 h; hits give low values;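 active means viability at or below 30%; inactive means viability above 30%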;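 further: 100% = median luminescence of DMSO-only cell control wells on each plate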
Smad3 FoxH1 inh = Smad3/FoxH1 peptide binding inhibitors, primary screen, biochemical, TR-FRET. Mothers against decapentaplegic homolog 3 (Homo sapiens), P84022. TR-FRET Smad3/Dy647-FoxH1 peptide binding, europium anti-His. inhibition, % at 25 µM. 88,000 tested, 0.29% active. AID 630, 2007;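 active means compounds that reduce the energy-transfer binding signal between the protein and its labelled peptide by more than half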;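 further: 0% = Smad3 plus labelled peptide maximal FRET and 100% = peptide-only background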
Target sequence (P84022 whole entry, looked up): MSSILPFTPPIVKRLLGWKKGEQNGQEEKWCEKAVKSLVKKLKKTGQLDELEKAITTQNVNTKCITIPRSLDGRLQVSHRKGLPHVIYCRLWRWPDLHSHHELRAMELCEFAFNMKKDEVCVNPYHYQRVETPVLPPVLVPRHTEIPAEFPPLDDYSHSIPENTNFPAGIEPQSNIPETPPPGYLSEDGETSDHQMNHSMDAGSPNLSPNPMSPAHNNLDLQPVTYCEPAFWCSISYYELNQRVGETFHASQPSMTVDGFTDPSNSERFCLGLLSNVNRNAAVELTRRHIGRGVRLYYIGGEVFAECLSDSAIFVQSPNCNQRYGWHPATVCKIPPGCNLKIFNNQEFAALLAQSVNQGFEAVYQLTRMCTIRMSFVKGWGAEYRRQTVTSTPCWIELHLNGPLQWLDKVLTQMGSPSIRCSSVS
Pyk2 oligo antag = antagonists of Pyk2 self-association, primary screen, Q293 cells, FERM NanoBiT luminescence, HTS; AID 1347419, 2020; Protein-tyrosine kinase 2-beta (Homo sapiens), Q14289; hits give low values; 99,000 tested, 0.83% active; z-score (the deposit names both 25 µM and 10 µM);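 active means Z-score of -3 or lower, scaled per plate to the spread of control and sample wells; inactive means z-score above -3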;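 further: negative z-score means lost luminescence so less FERM oligomerization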
HUVEC tox TNFa = cytotoxicity in TNFa-stimulated HUVEC, primary screen, cytotoxicity control for VCAM1 expression modulator project, imaging, Hoechst nuclei count; 93,000 tested, 0.17% active; HUVEC TNFalpha-stimulated, Hoechst cell count; cell count reduction, % at 2 µM;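 active means cell count reduction exceeding the screen mean by over 5 SD, scaled to untreated wells per plate, cut at about 78% in these data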;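 further: cells counted after 24 h of TNF alpha exposure following the 1 h pretreatment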
Lung fibro prol = antiproliferative effect on LL 47 fibroblasts – human, LL 47 cells, CellTiter-Glo luminescence, primary screen; viability, % at 10 µM; 85,000 tested, 1.1% active; LL 47 human lung fibroblast viability, ATP luminescence; hits give low values;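 active means viability at or below 50% in the single dose screen; inactive means viability above 50%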;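 further: compound exposure lasted 72 h before the ATP readout; 100% = median luminescence of untreated cell-only wells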
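Signal: luminescent ATP detection, CellTiter-Glo; assay system: LL 47 human lung fibroblasts; input: 1,150 cells/well; incubation: overnight cell rest, 72 h compound treatment at 37 °C; measure: % viability versus median cells-only luminescence; medium: IMEM growth medium with 15% fetal bovine serum; dosing: compound addition at 0.1% DMSO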
H69AR growth 86K = proliferation blockers of H69AR lung cancer cells, primary screen, cell-based, human, 86K library | viability, % at 10 µM | H69AR lung tumor viability, ATP luminescence, 72 h; hits give low values | 85,000 tested, 6% active;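 active means viability at or below 40%; inactive means viability above 40%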;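 further: multidrug resistant small cell line overexpressing MRP-1 efflux transporter; 100% = mean luminescence of untreated control wells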
HUVEC tox IL1B = cytotoxicity in IL-1B stimulated HUVEC, primary screen, cytotoxicity control for IL-1B NFkB translocation project, imaging, Hoechst nuclear count, IL-1B stimulus | cell count reduction, % at 2 µM | 94,000 tested, 0.41% active | HUVEC cell count loss;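 active means cell count reduction more than 3 SD above the screen-wide mean, cut at about 70% in these data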;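 further: normalized per plate to untreated control cells as the no-loss baseline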
cytoskel mod = modifiers of F-actin cytoskeleton organization, primary screen, imaging, HUVEC, phalloidin staining, high-content imaging; HUVEC TNFa F-actin phalloidin imaging; inhibition, % at 2 µM; 91,000 tested, 0.18% active; AID 836, 2007;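 active means inhibition above the batch mean plus 3 SD and confirmed as a hit by visual image inspection, cut at about 30% in these data, passing the limit was not always enough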; further: strong numbers were not always called active
* hit, by the source's call; . = no result given; [ ] = remark or other dose. A portion of the library (hit frequency here may not be typical).

SMILES | VCAM1 TNFa inh | HUVEC prolif 384 | Smad3 FoxH1 inh | Pyk2 oligo antag | HUVEC tox TNFa | Lung fibro prol | H69AR growth 86K | HUVEC tox IL1B | cytoskel mod
Cc1cc(SCC(=O)NC(=O)NCc2ccco2)nc2ccccc12 | 12 | 84 | 8 | 0.14 | -20 | 99 | 61 | -8 | 12
Oc1c(CN2CCCCC2)cc(Br)c2cccnc12 | 6 | . | . | -0.08 | -32 | . | . | -184 | 8
Cc1cc(NC(=O)CSc2cn(CCNC(=O)c3ccc(Cl)cc3)c3ccccc23)no1 | . | 83 | -9 | . | . | 101 | 84 | . | .
Cc1cc(C(F)F)n2ncc(C(=O)NC3CCCCCC3)c2n1 | 22 | 102 | 4 | -0.51 | -14 | 99 | 85 | 2 | -6
CCN(CC)CC(=O)Nc1ccc2c(c1)N(C(=O)CN(CC)CC)c1ccccc1CC2 | -22 | 89 | -9 | -0.29 | 12 | 91 | 82 | -39 | -12
c1ccc2c(c1)[nH]c1c(N3CCN(C4CCCCC4)CC3)ncnc12 | -9 | 84 | -11 | 0.35 | -6 | 91 | 79 | -26 | 14
CCOc1ccc(NS(=O)(=O)N(C)C)cc1 | 1 | 103 | -1 | 0.57 | -21 | 100 | 63 | 9 | 5
COc1ccc(NC(=O)Cn2nnc(C(=O)NCc3cccc(OC)c3)c2N)cc1 | 4 | 101 | -12 | -0.42 | -8 | 99 | 103 | -16 | 18
COCCNC(=O)CCc1nc(-c2ccccc2)no1 | 15 | 101 | 4 | -1 | -1 | 107 | 98 | -3 | 3
COc1ccc(OC)c(C2CC(=O)Nc3cc(OC)c(OC)c(OC)c32)c1 (stereo not drawn) | 1 | 94 | 0 | -0.89 | -8 | 91 | 89 | -6 | -8
COC(=O)CNc1c(-c2ccccn2)nc2ccc(Br)cn12 | -14 | . | . | 0.13 | -26 | . | . | -51 | 29
CC(Sc1nnc(COc2ccc3ccccc3c2)n1C)C(=O)O (stereo not drawn) | -8 | 90 | -6 | 1.2 | -14 | 100 | 73 | -6 | 24
Cc1cc(C(=O)CN2C(=O)C3CC=CCC3C2=O)c(C)n1-c1ccccc1 (stereo not drawn) | . | 93 | 4 | -0.06 | . | 98 | 72 | . | .
COc1ccc2c(c1)nc(SCC(=O)c1ccc(Br)s1)n2C | -1 | . | . | -0.44 | -8 | . | . | 11 | 8
c1ccc(-c2cn3nc(-c4ccccc4)c(-c4ccccc4)nc3n2)cc1 | -5 | . | . | -0.23 | -22 | . | . | -94 | -11
CCCN(Cc1cc2ccc(C)cc2[nH]c1=O)S(=O)(=O)c1ccccc1 | 3 | 109 | 6 | -2.2 | -7 | 102 | 49 | -115 | -1
Cc1c2c(nc3nc4ccccc4n13)CC(C)(C)CC2=O | 25 | 96 | 7 | 0.93 | -35 | 90 | 56 | 7 | 0
O=C(NCc1cccs1)C1CCCCC1 | 19 | . | . | 0.29 | -14 | . | . | -16 | 10
COC(=O)C(C(=O)NCC1CCCO1)C1CCCC1 (stereo not drawn) | -1 | 95 | -1 | 0.25 | -28 | 101 | 108 | . | 9
Cc1c(C(=O)Nc2ccncc2)sc2nc(-c3ccc(F)cc3)cn12 | . | 29* | 5[fluorescence artefact?] | . | . | 76 | 17* | . | .
CCC(C)N=Cc1c(NCc2ccco2)nc2c(C)cccn2c1=O (stereo not drawn) | -1 | 78 | -6 | 0.02 | -15 | 94 | 70 | -8 | 2
O=C(NCC1(c2ccccc2)CCOCC1)c1ccc(Br)o1 | 12 | 104 | 11 | -0.05 | -30 | 103 | 104 | 12 | 4
CCCn1c(=O)c(C(=O)Nc2nnc(C)s2)c(O)c2ccccc21 | . | 109 | 1 | . | . | 104 | 98 | . | .
O=C(COC(=O)c1ccco1)NCc1ccco1 | 2 | 101 | 6 | 0.33 | -7 | 95 | 96 | -30 | -5
Cc1cc(NC(=O)C2CCN(S(=O)(=O)c3cccs3)CC2)no1 | -3 | 87 | -14 | 0.83 | 15 | 91 | 83 | -3 | -16
COc1ccc(F)cc1S(=O)(=O)NC1CC(C)(C)NC(C)(C)C1 | -1 | 103 | 1 | 0.1 | -56 | 99 | 88 | -44 | .
CC(C)(C)OC(=O)N1CCC(C(=O)N[C@@H](Cc2ccccc2)C(=O)O)CC1 | 11 | 103 | 1 | -0.06 | -18 | 100 | 92 | -36 | 13
CCC1Oc2ccccc2N(CC(=O)Nc2ccccc2OC)C1=O (stereo not drawn) | -4 | 96 | 2 | 0.46 | -13 | 89 | 87 | -14 | -30
O=C1CCCN1c1ccc(S(=O)(=O)Nc2ccc3c(c2)OCCO3)cc1 | 5 | . | . | 1 | -10 | . | . | -44 | 30
CCOC(=O)c1[nH]c(C)c(/C(O)=C2\C(=O)C(=O)N(CCCN(C)C)C2c2ccncc2)c1C (stereo not drawn) | 0 | . | . | . | -6 | . | . | -9 | -7
COc1cccc(-c2cc(C(=O)NCCCn3ccnc3)no2)c1 | 9 | 86 | 16 | 0.09 | -10 | 103 | 89 | 2 | .
CCOC(=O)c1cnn(-c2cc(C(C)(C)C)nc3c(-c4ccccc4)c(C)nn23)c1N | 0 | 82 | -1 | 1.5 | 11 | 99 | 86 | -10 | -13
COC(=O)c1nc(-c2ccccc2)n[nH]1 | -10 | 88 | 5 | 0.96 | -17 | 93 | 93 | -24 | 9
CCCCn1c(NC(=O)C2CCCCC2)nc2ccccc21 | 3 | 61 | -21 | -0.19 | -24 | 57 | 54 | 9 | 10
C=CCn1c(SCC(=O)c2ccc(OC)cc2)nnc1C(C)NC(=O)c1cccs1 (stereo not drawn) | 31 | 110 | 4 | 0.1 | -15 | 113 | 86 | 94* | -3
CCn1c2ccccc2c2cc(NC(=S)N3CCOCC3)ccc21 | 27 | 32 | -8 | -0.32 | -4 | 86 | 20* | 15 | 22
COc1cc(OC)c(NC2=NCCCCC2)cc1Cl | -9 | 95 | -3 | 0.43 | 3 | . | 92 | -20 | -33
COc1ccc(NC(=O)c2ccccn2)cc1 | 9 | . | . | -0.78 | -40 | . | . | -21 | 15
CCOC(=O)C1=C(CSc2nc3ccccc3s2)NC(=O)NC1c1cc(C)ccc1C (stereo not drawn) | 5 | . | . | -2.4 | -15 | . | . | 0 | 9
Cc1nn(-c2ccccc2)c2sc(C(=O)NC3CCCCC3)cc12 | -13 | 81 | -4 | -1.4 | -22 | 103 | 59 | -48 | -4
Cc1ccc(C)c(C(=O)CSc2n[nH]c(-c3ccncc3)n2)c1 | 5 | . | . | 0.68 | -34 | . | . | -10 | -5
COc1ccc(OC)c(S(=O)(=O)N2CCCC(C)C2)c1 (stereo not drawn) | 12 | 99 | 10 | 0.02 | -13 | . | 97 | -57 | -7
CCOC(=O)c1c(NC(=O)Cc2cccs2)sc(C(=O)NC2CCCC2)c1C | 13 | 50 | -28[fluorescence artefact?] | 3.5 | 0 | 75 | 28* | 6 | -19
COc1cccc(S(=O)(=O)NCc2ccc(C(=O)Nc3ccc(C)cc3)cc2)c1 | -6 | . | . | -1.7 | -6 | . | . | -4 | 1
COc1ccc(CNC(=O)c2ccccc2[N+](=O)[O-])cc1 | -8 | . | . | -0.04 | -6 | . | . | -101 | 10

3 compounds from above, arranged by their value in Pyk2 oligo antag, descending.
| SMILES | VCAM1 TNFa inh | Smad3 FoxH1 inh | Pyk2 oligo antag | cytoskel mod |
| --- | --- | --- | --- | --- |
| Oc1c(CN2CCCCC2)cc(Br)c2cccnc12 | 6 | . | -0.08 | 8 |
| COc1ccc(NC(=O)Cn2nnc(C(=O)NCc3cccc(OC)c3)c2N)cc1 | 4 | -12 | -0.42 | 18 |
| CCOC(=O)C1=C(CSc2nc3ccccc3s2)NC(=O)NC1c1cc(C)ccc1C (stereo not drawn) | 5 | . | -2.4 | 9 |

Later entries
SMILES | VCAM1 TNFa inh | HUVEC prolif 384 | Smad3 FoxH1 inh | Pyk2 oligo antag | HUVEC tox TNFa | Lung fibro prol | H69AR growth 86K | HUVEC tox IL1B | cytoskel mod
Cc1c(C#N)c2ncn(Cc3ccccn3)c(=O)c2n1-c1ccccc1 | -5 | 104 | -14 | 1.2 | 30 | 98 | 77 | 0 | -22
COc1cccc(NC(=O)CN2C(=O)COc3ccc(Cl)cc32)c1 | . | 94 | -7 | . | . | 100 | 107 | . | .
CCCn1nc(CC(=O)O)c2ccccc2c1=O | 18 | 95 | 1 | 0.33 | 1 | 107 | 94 | -50 | 0
O=C(NCCCN1CCOCC1)C(Sc1ccccc1)c1ccccc1 (stereo not drawn) | 18 | . | . | -0.03 | 11 | . | . | -9 | -2
Cc1ccc(NC(=O)CC(NCCN2CCOCC2)C(=O)O)cc1Cl (stereo not drawn) | -9 | 92 | 2 | 0.63 | -16 | 93 | 96 | -47 | .
CCn1c(-c2ccc(N)cc2)nc2ccccc21 | -9 | 90 | -4 | . | 5 | 106 | 101 | -33 | -6
CCCNC(=O)C(C)n1c2ccccc2c2nc(=O)cc(C)n21 (stereo not drawn) | 6 | . | . | . | -27 | . | . | 9 | 5
CCOC(=O)C1=C(CSc2nc3c(cc2C#N)CCC3)OC(N)=C(C#N)C1c1ccccc1 (stereo not drawn) | . | 94 | -2 | -0.12 | . | 94 | 89 | . | .
COc1ccc(CCNC(=O)C/C(C)=N/NC(=O)c2ccc(N)cc2)cc1OC | 2 | . | . | -0.15 | -8 | . | . | -9 | 23
CC1CCN(C(=S)c2ccccc2O)CC1 | 5 | 91 | 5 | 0.86 | -6 | 98 | 88 | -82 | 6
Cc1cc2cc(CNC(=O)c3ccc(S(=O)(=O)N4CCCCC4)cc3)ccc2[nH]1 | 10 | 101 | -5 | . | -46 | 104 | 84 | 2 | -2
CCOc1ccccc1C(=O)N(CN1CCCC1=O)c1cccc(Cl)c1 | 3 | 101 | 15[fluorescence artefact?] | -0.18 | -16 | 99 | 93 | -5 | 9
CN1CCN(S(=O)C23CC4CC(CC(C4)C2)C3)CC1 (stereo not drawn) | 2 | 96 | -5 | 0.34 | -24 | 98 | 84 | -19 | 9
COCC(C)NC(=O)C1CC(=O)N(c2ccc(C)cc2)C1 (stereo not drawn) | 19 | 92 | 9 | 0.23 | 15 | 110 | 95 | -5 | -11
CCSc1nccc(-c2nn(-c3ccc(C)cc3)ccc2=O)n1 | 22 | 58 | -4 | -0.06 | 16 | 67 | 18* | 27 | -2
CCCn1nnc(NC(=O)C(c2ccccc2)c2ccccc2)n1 | 17 | 104 | 1 | -0.57 | 6 | 106 | 98 | -5 | -18
CC(NC(=O)CSc1ncccn1)c1ccccc1 (stereo not drawn) | -9 | 91 | -4 | 0.26 | -11 | 89 | . | 19 | -6
CCC(C)n1c(NC(=O)c2ccccc2)c(C#N)c2nc3ccccc3nc21 (stereo not drawn) | 8 | 51 | 4 | -0.5 | -1 | 101 | 2.9* | -57 | -1
